KCNQ2 block: KCNQ2 potassium channel inhibitors, primary screen, cell-based, CHO-K1, FluxOR thallium flux, B-score (AID 2156); Potassium voltage-gated channel subfamily KQT member 2 (Rattus norvegicus), O88943; 20 min; hits give low values; B-score at 10 µM; 1.1% of 310,000 active;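 active = fluorescence ratio B-score at most minus 3 library SDs, with starting brightness B-score within 2 library SDs, cut at about -5.5 in these data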
Target sequence (O88943 whole entry, looked up): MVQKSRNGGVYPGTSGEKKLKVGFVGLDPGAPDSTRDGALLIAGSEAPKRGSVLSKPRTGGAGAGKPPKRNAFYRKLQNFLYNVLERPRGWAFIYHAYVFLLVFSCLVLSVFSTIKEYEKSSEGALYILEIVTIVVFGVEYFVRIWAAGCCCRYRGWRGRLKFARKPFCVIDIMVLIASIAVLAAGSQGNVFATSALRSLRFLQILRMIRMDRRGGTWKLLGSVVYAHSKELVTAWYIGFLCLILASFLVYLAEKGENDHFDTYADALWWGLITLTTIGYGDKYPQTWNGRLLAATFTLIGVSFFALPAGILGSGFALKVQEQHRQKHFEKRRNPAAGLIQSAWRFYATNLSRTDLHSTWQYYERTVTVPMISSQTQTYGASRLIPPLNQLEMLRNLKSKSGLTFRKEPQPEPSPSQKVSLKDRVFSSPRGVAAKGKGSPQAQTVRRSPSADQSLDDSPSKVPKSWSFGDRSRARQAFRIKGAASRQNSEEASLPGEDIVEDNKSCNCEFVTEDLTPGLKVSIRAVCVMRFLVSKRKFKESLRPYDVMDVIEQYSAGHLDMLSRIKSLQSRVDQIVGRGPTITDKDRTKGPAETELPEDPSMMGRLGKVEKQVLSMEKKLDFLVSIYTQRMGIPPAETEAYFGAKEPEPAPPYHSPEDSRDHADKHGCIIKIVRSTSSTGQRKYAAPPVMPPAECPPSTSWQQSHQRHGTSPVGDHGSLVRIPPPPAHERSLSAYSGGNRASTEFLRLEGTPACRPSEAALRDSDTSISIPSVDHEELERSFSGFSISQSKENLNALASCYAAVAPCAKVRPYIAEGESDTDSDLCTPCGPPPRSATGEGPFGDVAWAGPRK
Kir21 inh: inhibitors of mouse Kir2.1 inward-rectifier potassium channel. Inward rectifier potassium channel 2 (Mus musculus), P35561. HEK293-Kir2.1, FluxOR thallium flux fluorescence; hits give low values. B-score at 10 µM. 0.85% of 310,000 active;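 active = fluorescence ratio B-score at or below minus 3 SD of library scores, with starting-brightness B-score within 2 SD, cut at about -4.2 in these data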;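 also: channel flux triggered by added potassium and thallium sulfate stimulus; B-score of peak minus minimum fluorescence over baseline after thallium stimulus; more negative B-score means stronger Kir2.1 block with less thallium influx; some compounds called inactive have numbers as strong as hits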
* marks the source's active call; other numbers are inactive results; i = inactive.

SMILES | KCNQ2 block | Kir21 inh
CCCC(C)NC(=O)c1sc2nc3n(c(=O)c2c1C)CCC3 (stereo not drawn) | i | -0.84
O=c1c2cc(Br)cc(Br)c2oc2nc3n(c(=O)c12)CCCS3 | i | 0.56
COc1cc(C2NC(C(=O)O)Cc3c2[nH]c2ccccc32)cc(OC)c1OC (stereo not drawn) | i | -0.01
Cc1ccc2c(Cl)c(C)c(N3CCCC3)nc2n1 | i | 1.1
Cc1ccc(OC(C)C)c(CN(CCO)CCO)c1 | i | 1.1
Cc1ccc2c(c1)C=CC(C)N2C(=O)c1ccccc1 (stereo not drawn) | i | 0.01
CCN(CCO)C(=O)CC(c1ccccc1)c1cc(Br)ccc1O (stereo not drawn) | i | 0.02
COc1ccc(CCN2CC(C(=O)NCCc3cccnc3)CCC2=O)cc1 (stereo not drawn) | i | 2
Cc1ccc(C)c(N(CC(=O)Nc2ccccc2C(=O)NCc2ccco2)S(=O)(=O)c2ccccc2)c1 | i | 0.48
CCNC(=O)n1nccc1C(C)Oc1cccc(C(F)(F)F)c1 (stereo not drawn) | i | 0.18
CCC(=O)Nc1ccccc1N1CCN(c2ccc(F)cc2)CC1 | i | 0.08
COc1ccc(OC)c2sc(N(CCCN(C)C)C(=O)CCS(=O)(=O)c3ccccc3)nc12 | i | -3.3
O=C(CCN1CCN(c2ccc(F)cc2)CC1)Nc1ccc(F)cc1 | i | 1.2
CCn1cnc2cc(NCc3nc4ccccc4n3C)ccc21 | i | 1.5
NC[C@@H]1O[C@H](C23CC4CC(CC(C4)C2)C3)Cc2c1ccc(O)c2O | -5.8* | -3.6

Gathered by group, the compounds so far containing a carbonyl joined to an NH by a bond outside any ring
SMILES | KCNQ2 block | Kir21 inh
CCCC(C)NC(=O)c1sc2nc3n(c(=O)c2c1C)CCC3 (stereo not drawn) | i | -0.84
COc1ccc(CCN2CC(C(=O)NCCc3cccnc3)CCC2=O)cc1 (stereo not drawn) | i | 2
Cc1ccc(C)c(N(CC(=O)Nc2ccccc2C(=O)NCc2ccco2)S(=O)(=O)c2ccccc2)c1 | i | 0.48
CCNC(=O)n1nccc1C(C)Oc1cccc(C(F)(F)F)c1 (stereo not drawn) | i | 0.18
CCC(=O)Nc1ccccc1N1CCN(c2ccc(F)cc2)CC1 | i | 0.08
O=C(CCN1CCN(c2ccc(F)cc2)CC1)Nc1ccc(F)cc1 | i | 1.2

(more compounds)
SMILES | KCNQ2 block | Kir21 inh
O=C(Cn1nc(Cc2cccnc2)c2ccccc2c1=O)Nc1ccc2c(c1)OCO2 | i | 0.21
CC(Sc1nnnn1-c1ccccc1)C(=O)Nc1ccc(N2CCN(C)CC2)cc1 (stereo not drawn) | i | -0.41
COc1ccc(N(C(=O)CNC(=O)c2ccco2)C(C(=O)NCC2CCCO2)c2ccccc2)cc1 (stereo not drawn) | i | -0.9
CCN/N=C(\Cc1nc2ccccc2[nH]1)c1ccccc1 | i | -0.94
CCOC(=O)C1C(=O)NC(N2CCCCC2)=NC1c1ccco1 (stereo not drawn) | i | -1.2
CCOC(=O)[C@H](CCc1ccccc1)N[C@H]1CCc2ccccc2N(CC(=O)O)C1=O | i | 0.01
Oc1ccc(Br)cc1/C=N/n1c(-c2ccccc2)n[nH]c1=S | i | 1.2
O=C(Nc1nnc(SCC(=O)N2CCCc3ccccc32)s1)c1ccc2ccccc2c1 | i | -0.58
N#Cc1c(C(F)(F)F)cc(-c2ccc(F)cc2)[nH]c1=O | i | 0.28
O=S(=O)(Nc1ccccn1)c1cccs1 | i | -1.2
CCNC(=S)N1CCN=C1Nc1nc(C)cc(C)n1 | i | -0.08
CCOC(=O)N1CCN(c2ccc(S(=O)(=O)N3CCOCC3)cc2[N+](=O)[O-])CC1 | i | -0.02
O=C(c1ccccc1-c1nc2ccccc2[nH]1)N1CCOCC1 | i | -1.3
CC(C)c1ccccc1OCCCCCN1CCOCC1 | i | -3.1
CN(C)C(=O)CN1C(=O)NC2(CCc3ccccc32)C1=O (stereo not drawn) | i | 0

Entries of single compounds as entered above. Order of values: KCNQ2 block, Kir21 inh
CC(Sc1nnnn1-c1ccccc1)C(=O)Nc1ccc(N2CCN(C)CC2)cc1 (stereo not drawn) is entered as i, -0.41
O=C(c1ccccc1-c1nc2ccccc2[nH]1)N1CCOCC1 is entered as i, -1.3
CCOC(=O)N1CCN(c2ccc(S(=O)(=O)N3CCOCC3)cc2[N+](=O)[O-])CC1 is entered as i, -0.02

New compounds follow.
SMILES | KCNQ2 block | Kir21 inh
N#Cc1ccsc1NC(=O)c1cccc(-n2cnnn2)c1 | i | 0.26
CS(=O)(=O)NCCSCc1ccc(Cl)cc1 | i | -2.7
COc1ccc2c(c1)C=C(CN1CCN(C(C)C)C(CCO)C1)CO2 (stereo not drawn) | i | 0.37
Cc1cnc(=O)[nH]c1SCc1cccc([N+](=O)[O-])c1 | i | -0.99
Cc1ccc(S(=O)(=O)Nc2ccc3c(c2)nc(CCN2CCCCC2)n3C)cc1 | i | 0.53
COc1ccc(C(=O)N/C(=C\c2ccccc2)C(=O)Nc2ccc(C(=O)O)cc2)cc1 | i | 1.7
O=C(c1ccccc1)N1N=C(c2ccccc2)CC1(O)C(F)(F)F (stereo not drawn) | i | -2.1
C/C(=N\Nc1ccccc1)c1cccc(N)c1 | i | -1.9
Cc1ccc(NC(=O)CNC(=O)Cc2cccc3ccccc23)nc1 | i | -2.2
COc1cccc2sc(NNC(=O)c3nc4ccccc4s3)nc12 | i | 1.9
Cc1sc2ncn(Cc3ccccc3F)c(=O)c2c1C | i | -0.11
Cc1cccc(NC(=O)c2ccc3ccccc3n2)n1 | i | 0.54
COc1ccc(CC(=O)NCC(=O)NC(Cc2ccccc2)C(=O)O)cc1 (stereo not drawn) | i | 0.45
CC(=O)NC1C(=O)N=C(SCC(=O)NC(C)c2ccccc2)NC1=O (stereo not drawn) | i | 2
Cc1cc(C)c2nc(C(F)(F)F)nc(NCCCN3CCCC3=O)c2c1 | i | -2
Cc1cc2c(cc1C)CSC(c1c(O)ccc3ccccc13)SC2 | i | 0.79
O=C(c1cc(S(=O)(=O)N2CCOCC2)ccc1F)N1CCCc2ccccc21 | i | -1.1
O=c1[nH]c(CS(=O)(=O)c2ccccc2)nc2ccccc12 | i | -1.3
COc1ccc(CCN=C(N)NS(=O)(=O)c2ccc(F)cc2)cc1 | i | -2.7
CCSc1nnc(CSc2ncccn2)n1C | i | -1.6
CN1c2ccccc2C2(C)CCCC3=Cc4cc([N+](=O)[O-])cc([N+](=O)[O-])c4OC312 (stereo not drawn) | i | -1.3
COc1ccc(C2c3c(ncn(CCN4CCOCC4)c3=N)Oc3ccc4ccccc4c32)cc1OC (stereo not drawn) | i | -0.05
CCn1c(COc2ccc(=O)n(-c3ccccc3)n2)nnc1SCc1ccccc1C | i | 0.05
CN1CCN(C(=O)c2c(NC(=O)c3ccco3)sc3c2CCC(C(C)(C)C)C3)CC1 (stereo not drawn) | i | 0.73
CC(=O)Nc1nc2ccc(S(=O)(=O)N3CCCCC3)cc2s1 | i | -0.29
CCOc1ccccc1NC(=O)Cn1nnc(C(=O)NCc2ccco2)c1N | i | 0.1
COc1ccc(CC(=O)N/N=C/c2cc([N+](=O)[O-])cc(Br)c2O)cc1 | i | 0.04
CCC(C)c1ccc(C(C)NC(=S)NC2CCCCC2)cc1 (stereo not drawn) | i | -2.4
O=C1CSC(c2ccncc2)N1Cc1ccco1 (stereo not drawn) | i | -0.98
COc1ccc2nccc(/C=C/c3ccnc4ccc(OC)cc34)c2c1 | i | -1.2
COC(=O)CCC(=O)Nc1ccccc1C(N)=O | i | 0.29
CNC(=S)NNC(=O)c1cccn(Cc2ccc(Cl)c(Cl)c2)c1=O | i | -0.03
CCOc1cc(/C=C2\C(=O)N(Cc3ccco3)C(C)=C2C(=O)OC)ccc1O | i | -0.16
Cc1cc(C)c2[nH]c(=O)c(CN(Cc3ccco3)C(=O)C3CCCO3)cc2c1 (stereo not drawn) | i | 0.97
Cc1ccc(Nc2oc(C)nc2C#N)cc1 | i | 0.54
CCCn1c(SCC(=O)Nc2ccc3c(c2)OCCO3)nnc1-c1ccco1 | i | -0.02
Cc1ccc(C)c(OCCCC(=O)O)c1 | i | 0.8
CCNc1nc(NCC)nc(OCCOC(=O)c2ccccc2)n1 | i | -0.43
COc1cc([N+](=O)[O-])cc(/C=N/NC(=O)c2ccc(NC(=O)c3ccc(C)cc3)cc2)c1O | i | 0.81
CCCCn1nnnc1SCC(=O)Nc1sc2c(c1C#N)CCCC2 | i | -0.72
Cc1ccnc(Sc2ccc([N+](=O)[O-])cn2)n1 | i | 1
CC(/C=C1\SC(=S)N(CCCC(=O)Nc2ccc(C(=O)O)c(O)c2)C1=O)=C\c1ccccc1 | i | 0
Cc1c(C)n(O)c2ccc3nonc3c12 | i | -0.04
O=C(O)c1csc(-n2nc(-c3ccccc3)cc2C(F)(F)F)n1 | i | 0.93
Oc1ccc(N2CCN(C(c3ccccn3)c3nnnn3C3CCCC3)CC2)cc1 (stereo not drawn) | i | -1.3
COc1cc(C)c(/C=C/C(C)=C/C=C/C(C)=C/C(=O)O)c(C)c1C | i | 0.17
CCC(C)(C)n1nnnc1C(c1ccccc1OC)N1CCSCC1 (stereo not drawn) | i | -1.2
Cc1ccc(NC(=O)c2cccc3c2C(=O)N(C2CCCCC2)C3)cc1 | i | 0.99
CCOc1ccccc1NC(=O)CCn1cccc1 | i | 2.1
O=c1c(-c2nc3ccccc3o2)c2oc3ccccc3n2c2ccccc12 | i | 2.3
Brc1ccc(C2=Nc3ccccc3C(c3ccncc3)=NN2)cc1 | i | -1.3
CC(=O)c1c(C)[nH]c(C(=O)CN2C(=O)NC(CCc3ccccc3)C2=O)c1C (stereo not drawn) | i | 0.09
COc1ccc(NC(=O)NNC(=O)CCC(=O)Nc2ccccc2Cl)cc1 | i | -1.4
Cc1ccccc1/C=N/N1CCN(c2ccccc2)CC1 | i | 0.15
COc1ccc(NC(=O)CN(C)C(=O)Cn2cnc3c2c(=O)n(C)c(=O)n3C)cc1 | i | 0.92
Cc1nc2ccccc2n1C(=O)N(C)C | i | 1.6
COc1cc(C(=O)NC23CC4CC(CC(C4)C2)C3)cc(OC)c1OC | i | 0.44
CCc1ccc(CN2CCC(n3nccc3NC(=O)c3ccccc3Cl)CC2)cc1 | i | -2.6
CC1Cc2ccccc2N1C(=O)COC(=O)C1(c2ccccc2F)CCCC1 (stereo not drawn) | i | 0.03
CC(C)Nc1cc(C(C)(C)C)nc2c(-c3ccccc3)cnn12 | i | -0.54

Carrying on:
SMILES | KCNQ2 block | Kir21 inh
COc1ccc(-n2c(NNC(C)=O)nc3sc4c(c3c2=O)CCCC4)cc1 | i | -0.42
O=C(NC1CCCCC1)N1CCC(c2nc3ccccc3[nH]2)CC1 | i | 0.06
O=C(Nc1ccc2c(c1)CCC2)Nc1ccc(F)cc1F | i | 0.79
Cc1ccc(S(=O)(=O)N(C(=O)c2ccncc2)c2ccc(OC(=O)c3ccncc3)c3ccccc23)cc1 | i | -0.72
COc1ccc2cc(C3NC(=O)c4ccccc4N3)c(Cl)nc2c1 (stereo not drawn) | i | -0.86
Nc1nc(CCl)nc(Nc2cccc3ccccc23)n1 | i | 2.2
Cc1ccc(C)c(NC(=S)N2CCC(c3nc4ccccc4s3)CC2)c1 | i | -1.4
COc1ccc(-c2nc(-c3ccc(Br)o3)no2)cc1 | i | 0.02
N#Cc1c(N)nc2c(c1-c1ccc3c(c1)OCO3)CCc1ccccc1-2 | i | 0.84
CCc1nc2c(s1)CCc1onc(-c3ccc(Cl)cc3)c1-2 | i | -0.72
C=CCOc1ccc(/C(O)=C2\C(=O)C(=O)N(CCCOC)C2c2ccncc2)cc1 (stereo not drawn) | i | 0.78
Nc1cccc(S(=O)(=O)Nc2ccccc2)c1 | i | -2
CCOc1cccc2cc(-c3nnc(NCc4ccco4)s3)c(=O)oc12 | i | -1.6
Cc1cnnc2c1-c1nonc1CC2 | i | 2.1
C=CCNC(=S)N/N=C/c1ccc(-c2cc(Cl)ccc2Cl)o1 | i | -0.98

Continued (5 carried over from the part before).
SMILES | KCNQ2 block | Kir21 inh
C=CCOc1ccc(/C(O)=C2\C(=O)C(=O)N(CCCOC)C2c2ccncc2)cc1 (stereo not drawn) | i | 0.78
Nc1cccc(S(=O)(=O)Nc2ccccc2)c1 | i | -2
CCOc1cccc2cc(-c3nnc(NCc4ccco4)s3)c(=O)oc12 | i | -1.6
Cc1cnnc2c1-c1nonc1CC2 | i | 2.1
C=CCNC(=S)N/N=C/c1ccc(-c2cc(Cl)ccc2Cl)o1 | i | -0.98
CCCCN(C(=O)c1cc2c(s1)CCC2)c1c(N)n(CCCC)c(=O)[nH]c1=O | i | 0.64
Cc1ccccc1NC(=O)CN1CCc2ccccc2C1 | i | 0
Cc1ccccc1NC(=O)CCCCCN1C(=O)[C@@H]2Cc3ccccc3CN2C1=O | i | -1.8
COc1ccc(S(=O)(=O)Nc2c(C)n(C)n(-c3ccccc3)c2=O)cc1 | i | 0.22
Cc1ccnc2nc(C(=O)Nc3nc(-c4ccccn4)cs3)nn12 | i | 1.7
Cc1ccc(S(=O)(=O)c2ccc(Cl)cc2)cc1S(=O)(=O)N(C)CC(=O)O | i | 0.79
O=C(Nc1nc2ccccc2s1)C1CCN(C(=O)c2ccco2)CC1 | i | 0.25
CCC1CN(C(=O)NCc2ccccc2)c2cc(Cl)ccc2O1 (stereo not drawn) | i | 1
O=C(Nc1ccc2ncccc2c1)Nc1ccc2ncccc2c1 | i | 0.08
Cn1nc(C(=O)Nc2ccc(Cl)cc2)cc1C(=O)Nc1ccc(Cl)cc1 | i | -0.29
COC(=O)C1=C(C)N(CCCCCC(=O)O)C(=O)NC1c1ccccc1 (stereo not drawn) | i | -0.51
COc1cc(/C=C/C(=O)O)cc(S(=O)(=O)Nc2ccc3c(c2)CCC3)c1OC | i | -0.04
Cn1cccc1CC(=O)NNC(=S)NC(=O)c1ccc(F)cc1 | i | -0.39
COc1ccc(NC(=O)c2cc(S(=O)(=O)N3CCCCC3)ccc2OC)cc1 | i | 0.03
COCC(=O)Nc1ccccc1C#N | i | 1
